From PubChem BioAssay
V1R ag counter: activates human V1a receptor in oxytocin agonist counter-screen | activation, % at 3 µM | 0.25% of 320,000 active | AID 2797 | CHO-V1R cells, Fluo-8 calcium fluorescence, agonist mode; 0% DMSO, 100% 3 nM vasopressin | P37288;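 active = activation above the mean activation of all tested compounds plus 3 SD, per screening run, cut at about 20% in these data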;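 also: signal is peak over basal fluorescence ratio across a 100 second FLIPR read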
Target sequence (P37288 whole entry, looked up): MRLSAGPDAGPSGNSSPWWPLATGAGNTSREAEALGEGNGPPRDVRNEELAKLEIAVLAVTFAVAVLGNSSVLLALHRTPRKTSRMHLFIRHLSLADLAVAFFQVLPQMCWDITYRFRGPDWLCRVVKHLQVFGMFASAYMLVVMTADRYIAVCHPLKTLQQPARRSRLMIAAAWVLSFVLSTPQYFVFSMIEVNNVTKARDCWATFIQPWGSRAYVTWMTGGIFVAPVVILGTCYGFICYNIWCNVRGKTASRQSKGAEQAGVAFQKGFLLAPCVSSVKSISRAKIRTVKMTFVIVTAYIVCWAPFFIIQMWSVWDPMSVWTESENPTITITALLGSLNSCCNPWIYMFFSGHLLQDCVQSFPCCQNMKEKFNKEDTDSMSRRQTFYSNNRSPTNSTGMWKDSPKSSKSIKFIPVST
M1 ag: agonists of human M1 muscarinic receptor; 0.33% of 360,000 active; CHO-K1 hM1, Fluo-8 calcium fluorescence, agonist mode; 0% DMSO, 100% acetylcholine EC100; P11229; activation, % at 3 µM;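 active = activation above the run's mean compound activation plus 3 SD, cut at about 16% in these data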;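 also: peak over basal fluorescence ratio within a 140 s kinetic read after compound addition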
M1 PAM: human CHRM1 positive allosteric modulation; P11229; CHO-K1 hM1, Fluo-8 calcium fluorescence, ACh EC20; 0% = ACh EC20, 100% = maximal ACh; activation, % at 3 µM; 0.088% of 360,000 active; AID 588819; in the data active = activation above about 19%, passing the limit was not always enough
TAAR1 antagonist: antagonists of human TAAR1; AID 624466; inhibition, % at 3 µM; 1.5% of 360,000 active; Q96RJ0; CHO RD-HGA16 TAAR1, Fluo-8 calcium fluorescence, antagonist;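 active = inhibition above a per-plate cutoff, the mean inhibition of test compounds on that plate plus 3 SD, cut at about 49% in these data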;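 also: 0% = DMSO plus EC80 beta-PEA response and 100% = DMSO alone without agonist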
Target sequence (Q96RJ0 whole entry, looked up): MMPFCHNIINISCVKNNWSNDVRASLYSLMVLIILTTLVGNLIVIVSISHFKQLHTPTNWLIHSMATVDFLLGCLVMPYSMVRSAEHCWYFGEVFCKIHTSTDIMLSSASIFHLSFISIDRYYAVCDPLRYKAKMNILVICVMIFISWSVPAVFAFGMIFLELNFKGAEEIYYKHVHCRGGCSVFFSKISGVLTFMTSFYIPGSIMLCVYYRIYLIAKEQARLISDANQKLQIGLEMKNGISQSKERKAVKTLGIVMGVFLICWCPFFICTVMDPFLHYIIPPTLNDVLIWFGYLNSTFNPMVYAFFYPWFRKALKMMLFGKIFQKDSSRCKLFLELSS
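Assay system: CHO-derived RD-HGA16 cells stably expressing human TAAR1 plus Gα16. Timing: 140 s kinetic read after compound, 140 s after agonist. Technique: kinetic Fluo-8 calcium fluorescence measurement. Measure: % inhibition of agonist calcium response.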
OXTR potentiator: potentiators of human oxytocin receptor; P30559; 0.061% of 320,000 active; CHO-OTR cells, Fluo-8 calcium fluorescence, potentiator mode; 0% = oxytocin EC15, 100% = EC100; activation, % at 3 µM;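 active = activation above that plate's cutoff, the mean activation of tested compounds plus 3 SD, cut at about 6.6% in these data, passing the limit was not always enough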;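 also: 100% uses oxytocin at 75 nM as the full agonist control; some results filed as inactive read as strong as hits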
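Assay system: CHO cell line stably expressing human OTR. Reagent: EC15 oxytocin agonist. Dosing: single dose, 3.0 µM nominal final compound concentration. Timing: compound 6 min at room temperature before oxytocin, 100 s read. Signal: kinetic Fluo-8 calcium fluorescence. Controls: oxytocin EC15 low and EC100 high.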
CHRM1 antagonist: human CHRM1 antagonism; inhibition, % at 3 µM; CHO-K1 hM1, Fluo-8 calcium fluorescence, ACh EC80 antagonist; AID 588852; 1.3% of 360,000 active; P11229;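 active = percent inhibition above its own plate's cutoff, namely the mean of that plate's compound wells plus 3 SD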;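 also: peak over basal fluorescence ratio during 140 s after agonist addition; 0% = ACh EC80 plus DMSO and 100% = DMSO alone without agonist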
OXTR ag: activates the human oxytocin receptor. P30559. CHO-OTR cells, Fluo-8 calcium fluorescence; normalized: DMSO 0%, oxytocin 100%. activation, % at 3 µM. 0.32% of 320,000 active;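 active = activation above the mean of all tested compounds plus 3 SD, cutoff set per screening run, cut at about 20% in these data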;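 also: peak over basal fluorescence ratio from a 100 s FLIPR kinetic read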
CHO parental Ca: counter-screen: ATP calcium response change in parental CHO cells; inhibition, % at 5.6 µM; 0.63% of 330,000 active; parental CHO-K1, ATP-induced calcium, Fluo-8 fluorescence;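 active = inhibition above that plate's mean sample inhibition plus 3 SD, cut at about 26% in these data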;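 also: 0% = ATP-challenged DMSO wells and 100% = DMSO wells without ATP; some compounds past the cut are filed as inactive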
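material = parental CHO cells | also added = ATP as calcium-mobilizing challenge | dosing = single point at 5.6 µM | detection = intracellular calcium via Fluo-8 no-wash fluorescent dye | read-out = % inhibition | benchmarks = low control ATP plus DMSO, high control DMSO only | repeats = one well per compound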
TAAR1 ag: agonists of human TAAR1; CHO RD-HGA16 TAAR1, Fluo-8 calcium fluorescence; vehicle wells 0%, saturating PEA agonist 100%; AID 624467; 0.99% of 360,000 active; activation, % at 3 µM; Q96RJ0;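 active = activation above the mean activation of all test compounds in the run plus 3 SD, cut at about 38% in these data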
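System: CHO RD-HGA16 cells carrying human TAAR1 plus Gα16; Incubation: 17-24 h seeding, 75 min 37 °C dye, 30 min RT; Measured by: Fluo-8 fluorescence, 5 s baseline then 140 s kinetic read; Control set: DMSO and PEA EC100; Replication: single well for each compound.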
* = called active by the depositor; . = no result given.

SMILES	V1R ag counter	M1 ag	M1 PAM	TAAR1 antagonist	OXTR potentiator	CHRM1 antagonist	OXTR ag	CHO parental Ca	TAAR1 ag
COc1ccc2c(c1)S(=O)(=O)c1ccccc1N2	-0.5	-7	4	-2	2	-10	-0.7	5	1
COc1cccc(-c2nc(NCc3cccnc3)c3ccccc3n2)c1O	.	-5	6	21	.	-5	.	.	4
CCc1ccc(-n2nnnc2SCC(=O)NNC(=O)c2ccco2)cc1	0.7	1	7	-19	-6	-3	0.6	2	10
Cc1ccc(C)c(Nc2nc(-c3cccnc3)cs2)c1	-1.1	-9	3	8	-5	-3	-2.6	-22	-2
CC(C)(C)OC(=O)N1CCC(NC(=O)c2nc[nH]c2C(=O)NC2CCN(C(=O)OC(C)(C)C)CC2)CC1	-1.2	-2	1	10	-3	12	-1.2	-29	5
CCOC(=O)c1[nH]c2c(c1C)C(=O)CC(c1ccc(OCC)c(OC)c1)C2 (stereo not drawn)	2.2	-2	-1	-12	-11	-3	2.6	-11	11
CCOc1ncnc2c1[nH]c1ccccc12	5.4	1	-10	-10	-7	18	2.6	8	3
C[C@@H]1CN([C@@H](C)CO)C(=O)CCCn2nncc2CO[C@H]1CN(C)Cc1ccc(Cl)c(Cl)c1	.	-7	9	-22	.	-11	.	.	0
Cc1ccc2[nH]c(=O)c(CN(C)S(=O)(=O)c3cccc4nonc34)cc2c1	-0.5	-2	4	-17	-9	-8	0.0	-12	21
O=C(COc1ccc(F)cc1)Nc1nc(-c2ccccn2)cs1	0.5	-5	-4	-2	1	8	-0.1	-12	3
O=S1(=O)NC(=NCCc2ccccn2)c2ccccc21	0.6	-8	13	11	-15	-12	0.9	-17	5
COc1ccc(Nc2cc(C)nc(N3CCN(C(=O)c4ccc5c(c4)OCO5)CC3)n2)cc1	-0.3	-2	5	-36	2	8	-0.5	-12	3
CC1CCN(S(=O)(=O)c2nnc(NC(=O)c3cccc([N+](=O)[O-])c3)s2)CC1	9.1	2	4	.	-9	-4	5.3	-6	.
CCOC(=O)CSc1nc2ccccc2n1CC(=O)N1CCN(c2ccccc2)CC1	0.3	-3	-1	.	4	-1	0.2	-12	.
NS(=O)(=O)c1ccc(CNC(=O)/C=C/c2ccco2)cc1	0.3	-1	2	-8	3	-1	1.2	3	1
Cc1ccc(NC(=S)N2CCCCC2)cc1C	-0.1	-1	3	-9	0	-5	0.1	0	4
NC(=O)c1ccccc1OCC(=O)c1ccc(Cl)cc1	-0.4	3	0	-14	6	0	0.6	-15	1
Cc1ccc(C(=O)COC(=O)c2cnccn2)cc1	-0.4	0	10	-2	-5	-14	1.1	-2	8
CCOC(=O)C1(CCOc2ccccc2)CCN(Cc2ccc3c(c2)OCCO3)CC1	5.4	-4	-5	-11	-13	2	7.1	-13	4
COc1ccc(CCNCC(=O)Nc2ccc(OC(F)(F)F)cc2)cc1OC	2.5	0	11	4	-13	-12	2.4	-8	13
O=C1Nc2ccccc2C1(O)c1ccccc1 (stereo not drawn)	1.5	-2	-5	18	-7	0	0.0	0	8
O=C(Nc1ccc(S(=O)(=O)N2CCCC2)cc1)c1ccc(CN2CCc3ccccc3C2)cc1	14	-8	-25	21	-8	39*	17	38*	9
OCCN(CC(O)COc1ccccc1)CC(O)Cn1ccc2ccccc21 (stereo not drawn)	2.2	-7	4	-7	-15	0	6.1	-11	6
O=C(Nc1ccccc1)N1CCC(C(=O)N2CCN(S(=O)(=O)c3cccc(F)c3)CC2)CC1	-0.2	-5	4	-1	3	-6	0.1	9	8
COc1ccc(OC)c(NC(=O)CCNS(=O)(=O)c2ccc3c(c2)CC(C)N3C(C)=O)c1 (stereo not drawn)	.	-3	-1	-25	.	-4	.	.	0
O=C(COc1ccccc1F)N1c2ccccc2CCc2ccccc21	0.3	-9	-7	3	-19	10	-1.4	-5	7
O=C(Nc1cn(-c2ccccc2)nc1-c1cccs1)c1ccco1	-1.4	-4	-1	13	-3	-16	-1.8	-15	8
CCOC(=O)CC(NC(=O)c1cc2cc(Cl)cc(Cl)c2oc1=O)c1cccc([N+](=O)[O-])c1 (stereo not drawn)	-0.2	-4	-8	0	-11	7	-0.3	-6	5
CCc1nnc(SCC(=O)N2CCCC(N3CCN(c4ccccc4C)CC3)C2)o1 (stereo not drawn)	-0.2	-6	5	6	-9	-13	4.1	-15	2
O=C(Nc1c2c(nn1-c1ccccc1)CS(=O)C2)c1ccc2c(c1)OCO2 (stereo not drawn)	0.3	-2	8	4	-6	-9	0.4	10	1
Cc1ccc(NS(=O)(=O)c2ccc(-c3ccc(=O)[nH]n3)o2)c(C)c1	1.6	-1	2	-7	-6	0	1.1	-16	0
CC(=O)N1CCOc2ccc(S(=O)(=O)N3CCCCC3)cc21	0.6	-3	1	-13	-13	-1	-0.4	-1	13
COc1ccc(-c2nc3ccncc3[nH]2)cc1OC	-0.1	-3	-4	-3	-10	10	0.4	-16	11
Cc1ccc(N(Cc2ccccc2F)S(C)(=O)=O)cc1C	-1.4	-12	2	-18	-3	-8	-2.0	-10	11
CCOC(=O)N1CC=C2C(C#N)=C(N)C(C#N)(C#N)[C@H](c3ccsc3)[C@H]2C1	1.0	-3	12	10	-4	-14	0.2	-10	5
CC(C)CNC(=O)C1CCCN(S(=O)(=O)c2ccc(-n3cnnn3)cc2)C1 (stereo not drawn)	0.6	-3	7	2	-9	-19	-0.9	-9	11
N#Cc1c(-c2ccccc2Cl)noc1/C=C/Nc1ccc(C(=O)O)cc1	1.0	1	1	19	-6	2	0.7	-2	25
CCc1nc2ccc(C(=O)NCc3ccc(OC)cc3)cn2c1N(C)C(=O)Cc1ccccc1	.	-3	4	-21	.	-7	.	.	1
CN(C)c1ccc(S(=O)(=O)NCC(=O)NCCC2=CCCCC2)cc1[N+](=O)[O-]	0.2	-5	-5	-5	-1	14	0.1	-7	2
CN(C)CCNS(=O)(=O)c1ccc2c3c(cccc13)C(=O)N2	-0.5	0	19	-18	-2	-19	1.0	2	6
CN1CCN(CC(=O)c2ccccc2F)CC1	0.7	-5	6	4	-1	-6	0.3	-3	4
CC1NC2(C(=O)N(Cc3ccccc3)c3ccccc32)C2C(=O)N(c3ccccc3)C(=O)C12 (stereo not drawn)	0.8	-2	11	-14	-9	-16	0.6	-2	1
CCc1noc(C)c1C(=O)NCCc1ccccc1	-0.3	-4	5	12	-2	-8	0.1	-4	2
O=S(=O)(O)c1nc2ccccc2n1Cc1cccc2ccccc12	0.2	.	.	.	-3	.	-0.3	2	.
COc1cc(/C=N/Nc2nncc3ccccc23)cc(OC)c1OC	3.1	-1	8	0	-5	-15	-0.9	-20	5
CCC(C)SCC(=O)Nc1ccc(S(=O)(=O)N2CCOCC2)cc1OC (stereo not drawn)	0.5	-4	1	-10	-3	-2	-1.6	-9	1
CN1C(=O)CS(=O)c2ccc(C(=O)NC3CC3)cc21 (stereo not drawn)	0.1	-1	-10	-1	-3	15	0.3	-6	0
COc1ccc2sc(-c3ccc(N(C)C)cc3)c(C#CC(C)(C)O)c2c1	-0.2	-7	3	-5	-4	-5	-1.2	-42	4
CC[C@]12c3[nH]c4cc(CCC(=O)N(C)C)ccc4c3CCN1C(=O)[C@@H](CC(=O)NCCCN(C)C)C[C@@H]2C(=O)N1CCN(C(=O)C2CC2)CC1	.	-10	-6	-20	.	10	.	-9	2
Cc1ccc(NC(=O)CN(C)C(=O)Cn2cc(C(F)(F)F)cc(Cl)c2=O)cc1	-0.9	-4	8	12	-2	-15	-0.5	-13	2

As a working copy, some entries already given.
SMILES	V1R ag counter	M1 ag	M1 PAM	TAAR1 antagonist	OXTR potentiator	CHRM1 antagonist	OXTR ag	CHO parental Ca	TAAR1 ag
CN1CCN(CC(=O)c2ccccc2F)CC1	0.7	-5	6	4	-1	-6	0.3	-3	4
CC1NC2(C(=O)N(Cc3ccccc3)c3ccccc32)C2C(=O)N(c3ccccc3)C(=O)C12 (stereo not drawn)	0.8	-2	11	-14	-9	-16	0.6	-2	1
CCc1noc(C)c1C(=O)NCCc1ccccc1	-0.3	-4	5	12	-2	-8	0.1	-4	2
O=S(=O)(O)c1nc2ccccc2n1Cc1cccc2ccccc12	0.2	.	.	.	-3	.	-0.3	2	.

The listing continues.
SMILES	V1R ag counter	M1 ag	M1 PAM	TAAR1 antagonist	OXTR potentiator	CHRM1 antagonist	OXTR ag	CHO parental Ca	TAAR1 ag
COc1ccccc1N1CCN(C2CCN(C(=O)COc3ccccc3)CC2)CC1	0.7	-6	12	-9	-3	-19	0.3	-22	0
COc1cccc(C(=O)Cn2c(NCCO)nc3ccccc32)c1	-0.2	-2	4	-15	0	-2	2.3	6	9
O=C(c1cccnc1)N1CCN(C/C=C/c2ccccc2)CC1	-0.3	-3	8	1	-2	-8	0.9	-4	4
CC1CCN(c2ccc3c(c2)S(=O)(=O)c2ccccc2C3=O)CC1	5.6	0	-10	44	-12	12	5.2	-11	20
O=C(NCc1ccco1)C(=O)NCC1OCCN1S(=O)(=O)c1ccc(Cl)cc1 (stereo not drawn)	-0.3	-1	3	-1	-5	-8	-0.4	-6	0
CCCCCOC(=O)CSc1nnc(-c2cc(OC)c(OC)c(OC)c2)o1	0.2	-6	3	6	0	-5	-0.6	-31	5
CCN1CCCC1CNC(=O)C(=O)Nc1ccccc1 (stereo not drawn)	0.7	-7	5	-18	-3	-5	1.7	-10	6
CN(c1ccccc1)c1ccc(/C=C(/CCC(=O)O)c2nc3ccccc3s2)cc1[N+](=O)[O-]	.	-4	8	7	.	-4	.	.	2
CCN1C(=O)c2ccccc2S(=O)c2ccc(C(=O)NC3CC3)cc21 (stereo not drawn)	0.5	-7	5	-7	1	-11	-0.1	2	0
C#CCN(C)CCCOc1ccc(Cl)cc1Cl	0.8	-4	-5	-20	-6	-4	-2.1	-2	1
COC(=O)[C@]1(C)N[C@H](CN(C)C(=O)c2ccc(C)cc2)[C@@H]2C(=O)N(C)C(=O)[C@@H]21	2.0	4	20	-8	-6	-8	0.7	5	1
CCCCCC(=O)N1C[C@H](O)[C@@H](n2cc(C3CC3)nn2)C[C@@H]1c1ccc(OC)cc1	.	0	6	-8	.	-9	.	.	2
CC(=O)Oc1ccccc1N(C(C)=O)S(=O)(=O)c1ccc(C)cc1	1.0	-6	5	-3	-1	-6	0.1	3	9
CN(C)c1ccc(C=C2C(=O)OC3(CCCC3)OC2=O)cc1	2.0	-7	4	21	-4	-5	3.4	-5	6
CC1=CC(c2ccc(Cl)cc2)n2nc(NC(=O)c3ccccc3)nc2N1 (stereo not drawn)	-1.0	-3	-1	-1	-1	-21	-1.7	-31	-2
CCOC(=O)C1CCN(C(=O)CN(c2cc(OC)ccc2OC)S(=O)(=O)c2ccccc2)CC1	0.5	-4	3	-33	-10	-7	1.1	-20	-1
